# ELG1 genotoxic = inducers of genotoxicity in HEK293T ELG1-luciferase cells. HEK293T ELG1-luciferase reporter, luminescence, 16 h. Potency, µM (titrated, usually from 46 µM), without a hit: at the top dose activity change, positive = activation, actives largely listed as activators. 330,000 compounds, 1.3% hits; also: % of control where 0% means no effect; nearly all actives have a fitted effect of over 60% in size
#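 16 hr compound incubation (37 °C, 5% CO2) of HEK293T cells carrying luciferase-tagged ELG1; luciferase then measured by ONE-Glo luminescence after 30 min at RT.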
# p53 reactivation = re-activators of mutant p53 | Potency, µM (doses to about 92.2 µM), for inactives: at the highest dose activity change, positive = activation, actives largely listed as activators | 320,000 compounds, 0.063% hits | H1299 p53-A138V BP100-luciferase reporter, luminescence, 24 h; also: % of control where 0% means no effect; nearly all actives have a fitted effect of over 45% in size
#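 p53-null H1299 cells stably carrying temperature-sensitive p53-A138V and a BP100-luciferase reporter were pinned with compounds (4-point, 1:5 series) and held 24 hrs at 37 deg C. Luminescence was read 10 min after detection reagent.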
# MBNL1-CUG inh = inhibitors of human MBNL1 binding to CUG repeat RNA; Q9NR56; TR-FRET MBNL1-His/biotin-(CUG)12 binding, 665/545 ratio; Potency, µM (series often up to 57.5 µM), for the others: top-dose activity change, negative = inhibition, usual class: inhibitors; 280,000 compounds, 0.036% hits; active = well fitted inhibition curve with a large enough effect in the signal ratio, with a control signal flat, not every such curve was filed as active; inconclusive = small, poorly fitted or top-dose-only effect, or effect the other way, or a change in a side signal; inactive = no such curve, though single readings can be large or run the other way; the % refers to the signal ratio; also: % is scaled to controls: 0 for no effect and ±100 for the full control effect
#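 Compounds (final 92 nM to 58 uM) are added to His-tagged MBNL1 and biotin-(CUG)12, then terbium anti-His antibody and streptavidin-XL665 (5 nM final). After 60 min at room temperature, the 665/545 nm ratio is read.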
# Rab9 promoter act = activators of Rab9 promoter; Potency, µM (doses to about 9.22 µM), for inactives: at the highest dose activation, negative = inhibition, actives largely listed as activators; AID 485297; Huh7 Rab9 promoter-luciferase reporter, luminescence, 24 h; 320,000 compounds, 2.8% hits; also: % of control where 0% means no effect; nearly all actives have a fitted effect of over 60% in size
#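 Luminescence read-out: Huh7 cells stably expressing Rab9-luciferase, treated 24 h with compound at 37 °C, then lysed with luciferase reagent for 10 min at ambient before reading.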
# NPC1 promoter act = activates the NPC1 promoter. Huh7 NPC1 promoter luciferase reporter, 24 h. Potency, µM (titrated, usually from 9.22 µM), inactives show at the highest dose activation, actives largely listed as activators. 320,000 compounds, 2.4% hits. AID 485313;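 also: % of control where 0% means no effect; nearly all actives have a fitted effect of over 60% in size; reporter is driven by a mutant NPC1 promoter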
#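 In 1536-well qHTS, Huh7 cells harboring an NPC1 promoter–luciferase construct received compound for 24 h; activation was quantified by luminescence following luciferase reagent addition.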
# VP16 counter = Gal4-VP16 reporter inhibition counter-screen | 310,000 compounds, 3.5% hits | Drosophila S2 Gal4-VP16 UAS-luciferase, luminescence, 20 h | Potency, µM (series often up to 53.6 µM), for inactives: at the top dose activity, negative = inhibition, actives largely listed as inhibitors;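 also: Gal4-VP16 expression switched on by copper sulfate through the metallothionein promoter; % is scaled to controls: 0 for no effect and ±100 for the full control effect; nearly all actives have a fitted effect of over 50% in size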
# FLuc counter = inhibits or activates purified firefly luciferase, miR-21 counter-screen. 360,000 compounds, 6.9% hits. AID 588342. purified FLuc, Km substrates, luminescence inhibition. Potency, µM (top dose mostly 57.5 µM), inactives show top-dose activity change, negative = inhibition, most hits filed as inhibitors;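 also: plate controls were vehicle for no effect and reference inhibitor for full effect; nearly all actives have a fitted effect of over 55% in size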
# Target sequence (P08659 whole entry, looked up): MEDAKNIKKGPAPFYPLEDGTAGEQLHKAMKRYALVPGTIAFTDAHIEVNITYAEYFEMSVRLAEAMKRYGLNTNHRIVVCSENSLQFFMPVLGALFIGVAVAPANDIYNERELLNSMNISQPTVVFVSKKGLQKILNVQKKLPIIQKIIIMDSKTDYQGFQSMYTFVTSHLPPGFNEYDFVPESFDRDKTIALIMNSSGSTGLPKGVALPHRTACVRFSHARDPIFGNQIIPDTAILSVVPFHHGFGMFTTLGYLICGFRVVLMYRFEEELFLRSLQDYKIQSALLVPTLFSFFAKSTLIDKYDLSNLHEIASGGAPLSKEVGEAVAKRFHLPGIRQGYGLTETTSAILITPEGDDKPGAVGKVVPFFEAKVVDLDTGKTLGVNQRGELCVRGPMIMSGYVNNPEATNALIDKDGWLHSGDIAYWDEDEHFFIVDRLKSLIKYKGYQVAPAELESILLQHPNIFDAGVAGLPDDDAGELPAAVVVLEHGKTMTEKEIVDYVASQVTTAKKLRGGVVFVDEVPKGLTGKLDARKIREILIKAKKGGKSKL
#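 Biochemical qHTS of compounds, final roughly 60 µM downward over six points, against 10 nM purified firefly luciferase using Km concentrations of substrates (10 uM D-luciferin, 10 uM ATP) in Tris acetate pH 7.5 buffer; luminescence output.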
# BRCA1 expr up = BRCA1 expression activation; MCF7-BRCA1-FFLuc reporter, luminescence, 48 h; response scale: scaled: vehicle 0%, 10 µM genistein 100%; Potency, µM (top dose mostly 46.1 µM), inactives show top-dose activation, usual class: activators; 380,000 compounds, 1.1% hits; AID 624202; also: nearly all actives have a fitted effect of over 80% in size; some results filed as inactive show a strong effect at the top dose
#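 Luminescence from a BRCA1-driven firefly luciferase in MCF7 cells was read after 48 h compound exposure at 37 C. Data normalized against DMSO and a 10microM genistein activation control, then curve-fitted across the titration.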
# RORg inh = inhibitors of mouse ROR gamma transcriptional activity; Potency, µM (top dose mostly 53.6 µM), for the others: top-dose activity change, negative = inhibition, most hits filed as inhibitors; Drosophila S2 Gal4-RORgamma UAS-luciferase reporter, 20 h; AID 2551; 310,000 compounds, 5.4% hits; P51450; also: % is scaled to controls: 0 for no effect and ±100 for the full control effect; nearly all actives have a fitted effect of over 60% in size
# Target sequence (P51450 whole entry, looked up, the tested form may be a part): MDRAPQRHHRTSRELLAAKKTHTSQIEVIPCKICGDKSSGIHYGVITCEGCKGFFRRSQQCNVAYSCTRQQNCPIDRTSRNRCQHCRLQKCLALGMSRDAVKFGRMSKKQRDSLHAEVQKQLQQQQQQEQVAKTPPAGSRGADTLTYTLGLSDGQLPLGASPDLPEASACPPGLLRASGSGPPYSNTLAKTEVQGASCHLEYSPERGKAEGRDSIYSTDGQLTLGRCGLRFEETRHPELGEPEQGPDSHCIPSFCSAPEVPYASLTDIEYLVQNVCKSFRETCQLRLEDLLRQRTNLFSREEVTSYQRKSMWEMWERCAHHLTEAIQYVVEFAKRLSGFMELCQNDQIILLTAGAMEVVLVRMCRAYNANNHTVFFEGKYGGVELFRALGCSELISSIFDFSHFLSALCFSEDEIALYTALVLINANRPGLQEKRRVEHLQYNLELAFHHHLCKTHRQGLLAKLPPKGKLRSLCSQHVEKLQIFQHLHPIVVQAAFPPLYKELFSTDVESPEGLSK
#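 Compounds are pin-transferred onto Drosophila Schneider cells expressing a copper-inducible Gal4–ROR gamma transactivation domain fusion. After 1 hr, copper sulfate is added to 700 uM final; luciferase is read 20 hr later.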
# uPA generation = cell surface uPA generation inhibition | cell surface uPA generation assay, qHTS | Potency, µM (highest dose often 38.3 µM), for the others: at the top dose activity change, negative = inhibition, actives largely listed as inhibitors | 330,000 compounds, 0.31% hits | AID 540303; active = well fitted inhibition curve with a large enough effect; inconclusive = small, poorly fitted or top-dose-only effect; inactive = no such curve, though single readings can be large or run the other way; tested in mouse RAW 264.7 cells; also: % is scaled to controls: 0 for no effect and ±100 for the full control effect; nearly all actives have a fitted effect of over 55% in size
# Numbers without * were called inactive; u = inconclusive; x = no result given; & = joins results of further samples; [ ] = remark or other dose. Unless noted, calls follow the shape of the dose curve; as a rule, active = well fitted curve in the direction sought with a large enough effect; inconclusive = small, poorly fitted or top-dose-only effect, or another doubt; inactive = no such curve, though single readings can be large; an effect the other way counts as inactive or inconclusive. Potency is read from the fitted curve at half-maximal effect.
SMILES,ELG1 genotoxic,p53 reactivation,MBNL1-CUG inh,Rab9 promoter act,NPC1 promoter act,VP16 counter,FLuc counter,BRCA1 expr up,RORg inh,uPA generation
O=C(CSCc1ccc(F)cc1)Nc1ccccc1,9%,u,-9%,-2%,5%,-6%,-22%,-4%,u,x
COCCNC(=O)CN(CCc1ccccc1)S(=O)(=O)c1ccc(Br)cc1,-1%,x,-3%,5%,-3%,16%,5%,5%,22%,-8%
CCCCCCOC(=O)C(C#N)c1nc2ccccc2nc1N1CCOCC1 (stereo not given),-5%,-5%,1%,-2%,8%,1%,-11%,-15%,-32%,-5%
O=C(CCC1CCCC1)N1CCN(C(=O)c2ccco2)CC1,-4%,2%,-6%,-5%,3%,13%,3%,2%,u,-3%
O=C(COC(=O)c1cccc(S(=O)(=O)NCc2ccccc2)c1)NCC1CCCO1 (stereo not given),1%,4%,0%,-1%,-10%,5%,-1%,-15%,-4%,0%
COc1ccc(-c2noc(CSc3nnc(-c4ccccc4)n3C)n2)cc1,5%,2%,-4%,3%,2%,u,21µM*,33%&17%,u,x
Cc1cc(C)cc(OCC(=O)OCc2nnc(-c3ccccc3)o2)c1,-20%,-1%,-4%,3%,0%,1%,-19%,1%,4%,0%
CCOc1ccc(-n2nnc3c(=O)n(CC(=O)N4CCCc5ccccc54)cnc32)cc1,2%,7%,0%,-4%,-1%,-4%,1%,1%,10%,-4%
COc1ccc(/C(N)=N/OC(=O)CC2CCCCC2)cc1OC,14%,4%,-11%,12%,2%,u,u,62%,0%,1%
C/C(=N/Nc1ncc(Br)cn1)c1ccc(Br)cc1,2%,-14%,11%,16%,8%,-23%,-27%,72%,-23%,1%
Nc1ncnc2c1ncn2C1CCCC1,-1%,-7%,x,11%[46.1 µM],12%[46.1 µM],x,-1%,0%,x,-28%
Cn1ccnc1SCC(=O)Nc1cc(F)ccc1F,0%,-21%,-2%,8%,11%,2%,-1%,1%,11%,-1%
COc1ccc(/C=N/NC(=O)c2nonc2N)cc1OC,7%,7%,u,-4%,-4%,7%,u,-17%,36%,-4%
COc1ccc(NC(=O)CNC(=O)c2sc3ccccc3c2Cl)c(OC)c1,10%,u,x,-1%,-2%,x,-9%,-33%,x,13%
COc1ccccc1CN(Cc1nc2ccccc2c(=O)[nH]1)C(=O)Nc1cccc(C)c1,-1%,4%,4%,4%,7%,6%,u,-19%,7.1µM*,12%
COc1cccc(Nc2nc(N)nc(C(F)(F)F)n2)c1,u,-1%,-4%,8%,-4%,u,u,u,23%,x
Cc1cc(C)c(C(N)=O)c(Nc2cccc3ccccc23)n1,0%,-3%,u,1%,1%,u,1%,-36%,2.8µM*,2%
COc1cc(Br)cc(/C=C/c2ccc3cccc(O)c3n2)c1OC,-4%,-5%,-11%,2%[1.84 µM],-1%,u,u,-59%,2.5µM*,8%
COc1cccc(C(=O)NC(=S)Nn2cnnc2)c1OC,-1%,-1%,2%,-4%,0%,3%,-7%,9%,-26%,6%
COc1nc(OC)nc(N2CCC(C(=O)Nc3cccc4c3CCCC4)CC2)n1,-2%,6%,-2%,-8%,1%,4%,1%,9%[1.84 µM],-9%,-1%
COc1ccc(-n2c(=O)c3ccccc3n(CC(=O)NCC3CCCO3)c2=O)cc1 (stereo not given),4%,-4%,-3%,-1%,3%,1%,-2%,3%,2%,2%
Cc1ccc(/C=C/C(=O)NC(=S)Nc2ccc(S(=O)(=O)Nc3cc(C)on3)cc2)cc1,-4%,10%,9%,-1%,1%,-9%,9.5µM*,1%,u,-5%
COc1ccc(NC(=O)CN(C)S(=O)(=O)c2ccccc2)c([N+](=O)[O-])c1,2%,2%,u,9%,2%,-10%,-11%,17%,12%,x
Cc1ccc(CN2C(=O)C(=O)N(CC(N)=O)C2=O)cc1,-5%,5%,2%,-5%,0%,7%,-2%,1%,10%,4%
CCOC(=O)c1c(NC(=O)CSc2nc3nc(C)cc(C)n3n2)sc(CC)c1C,4%,2%,x,1%,-11%,-15%,-2%,-3%,8%,-2%
CS(=O)(=O)c1sc(C(=O)NC(=S)Nc2ccc(OC(F)(F)F)cc2)c2c1C=CCC2,-3%,-1%,8%,-8%,2%,11µM*,-2%,-24%,7.1µM*,-3%
CCOC(=O)N1CCN(C(=O)c2oc(=O)c3ccccc3c2-c2ccc(C)cc2)CC1,-7%,-5%,-22%,11%,-1%,0%,7%,2%,-22%,-22%
COc1ccccc1OCc1nn[nH]n1,3%,7%,-3%,-2%,-4%,2%,1%,-18%,0%,2%
CCOC(=O)C1=C(C)N(C)C(=S)NC1c1cc(OC)ccc1OC (stereo not given),15%,0%,9%,-1%,-8%,u,0%,-16%,14µM*,-5%
O=C(c1ccco1)N1CCN(C(=O)C2CCN(S(=O)(=O)Cc3ccccc3)CC2)CC1,7%,-3%,-4%,4%,1%,-2%,1%,-3%,1%,5%
CC1=C(C(=O)Nc2ccccc2)C(c2ccco2)C(C#N)=C(SCC(=O)OC(C)C)N1 (stereo not given),-23%,-3%,17%,8%,4%,-5%,2%,-40%,39%,x
O=C(CSCc1ccc(Cl)cc1)N/N=C/c1ccccc1,-2%,-1%,-3%,-1%,0%,-7%,-3%,13%,9%,4%
CCCCCCC[C@H](N)[C@H](O)C(=O)N(C)[C@@H](CCS(C)=O)C(=O)N[C@@H](Cc1ccc(O)cc1)C(=O)N[C@@H](Cc1ccc(O)cc1)C(=O)O (stereo not given in full),3%,0%,-10%,-3%,0%,1%,4%,0%,1%,19%
Cc1cc(S(=O)(=O)N2CCN=C2c2ccccc2)c(C)cc1Cl,2%,-4%,2%,-7%,1%,-8%,-1%,-1%,1.3µM*,-2%
COc1ccc(OC)c(C2=Nn3c(nnc3-c3cccc(OC(C)C)c3)SC2)c1,-11%,6%,10%,-2%,-2%,-22%,5%,-5%,17%,-1%
CC12CCC(c3c1nc1ccccc1[n+]3[O-])C2(C)C (stereo not given),0%,-2%,6%,-3%,-6%,-22%,3%,-15%,-5%,-3%
Cc1[nH]ccc(=O)c1Oc1ncc(C(F)(F)F)cc1Cl,0%,1%,x,-3%,8%,-5%,-1%,0%,10%,-1%
CCCCN(CC)C(=O)c1cc2cc3ccc(Cl)cc3nc2o1,1%,5%,u,u,20%,-12%,u,69%,4%,-8%
CC1(C)Cc2c(C#N)c(N3CCN(C(=O)c4ccccc4Cl)CC3)nc(-c3ccco3)c2CS1,-8%,-2%,34%[activator],11%,-3%,-7%,-23%,-54%,u,8%
Cc1ccc(C)c(S(=O)(=O)N2CCN(C(=O)CCNC(=O)c3ccc(Br)cc3)CC2)c1,-5%,-6%,x,-1%,-13%,x,7%,-60%,x,-5%
Cc1[nH]c2ccc(F)cc2c1CCN(Cc1cccnc1)C(=S)Nc1cccc(F)c1,-12%,-4%,-2%,-2%,-1%,-8%,1%,-43%,-34%,1%
O=C(Nc1ccsc1C(=O)N1CCCCCC1)c1ccccc1,-4%,8%,-10%,5%,-1%,0%,5%,3%,0%,2%
O=C(NC1CCCCC1)Oc1cc2oc(=O)sc2cc1Br,-1%,25%,-8%,1%,2%,-30%,0%,2%,0%,-1%
O=C(CSc1nnc(-c2ccc(Cl)cc2)o1)N1CCN(c2ccccc2)CC1,1%,-1%,-4%,-2%,-1%,6%,-1%,x,-5%,x
COc1ccc(OCc2cc(C(=O)N3CCCC(O)C3)no2)c2ccccc12 (stereo not given),u,15%,11%,u,u,3%,12µM*,38%,20%,8%
CCOc1cc(CNCCO)ccc1OCC(=O)NC(C)(C)C,0%,5%,-2%,-3%,-6%,-7%[10 µM],0%,3%,10%,-2%
Cc1csc(N(C)C(=O)CSc2nnc(COc3cccc4ccccc34)o2)n1,0%,-10%,-2%,-41%[inhibitor],-25%,-3%,-1%,1%,-13%,-2%
COc1ccc(N2CCN(C(=O)c3cc(=O)c4cc(Cl)ccc4o3)CC2)cc1,-4%,-8%,2%,-4%[1.84 µM],-2%,-5%,0%,-14%,33%,4%
Clc1nc2ccccc2cc1/C=N/Nc1nc2ccccc2[nH]1,u,u,x,2.5µM*,3.5µM*,-44%,0.19µM*,u,-33%[10 µM],-11%
COc1ccccc1CNC(=O)CCC(=O)Nc1nnc(C)s1,0%,-7%,4%,-3%,1%,0%,1%,-5%,-5%,-2%
CC(=O)N/C(=C\c1ccc(C)o1)C(=O)NCc1ccccc1,4%,x,14%,-3%,2%,5%,2%,1%,-6%,-6%
O=C(O)c1ccc(Sc2ccccn2)c([N+](=O)[O-])c1,-2%,-1%,u,-7%,-4%,9%,-1%,-6%,-4%,-3%

# Three entries from above, arranged by the value under RORg inh, descending:
structure | p53 reactivation | MBNL1-CUG inh | Rab9 promoter act | NPC1 promoter act | RORg inh | uPA generation
CCOc1cc(CNCCO)ccc1OCC(=O)NC(C)(C)C | 5% | -2% | -3% | -6% | 10% | -2%
COc1ccccc1CNC(=O)CCC(=O)Nc1nnc(C)s1 | -7% | 4% | -3% | 1% | -5% | -2%
Cc1csc(N(C)C(=O)CSc2nnc(COc3cccc4ccccc34)o2)n1 | -10% | -2% | -41%[inhibitor] | -25% | -13% | -2%

# High-throughput results from PubChem.
